NR2E3 ag-1: agonists of human NR2E3 nuclear receptor; CHO-S Gal4-NCOR/VP16-NR2E3 two-hybrid, luciferase; inhibition of corepressor binding, % at 3.98 µM; actives 0.35% (n = 360,000); AID 602229;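 active = inhibition above the mean of all tested compounds plus 3 SD, cut at about 70% in these data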;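 also: 0% = DMSO with NR2E3 transfected cells and 100% = cells lacking NR2E3 construct; higher means lower luciferase signal from less NR2E3 corepressor binding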
Target sequence (Q9Y5X4 whole entry, looked up, the tested form may be a part): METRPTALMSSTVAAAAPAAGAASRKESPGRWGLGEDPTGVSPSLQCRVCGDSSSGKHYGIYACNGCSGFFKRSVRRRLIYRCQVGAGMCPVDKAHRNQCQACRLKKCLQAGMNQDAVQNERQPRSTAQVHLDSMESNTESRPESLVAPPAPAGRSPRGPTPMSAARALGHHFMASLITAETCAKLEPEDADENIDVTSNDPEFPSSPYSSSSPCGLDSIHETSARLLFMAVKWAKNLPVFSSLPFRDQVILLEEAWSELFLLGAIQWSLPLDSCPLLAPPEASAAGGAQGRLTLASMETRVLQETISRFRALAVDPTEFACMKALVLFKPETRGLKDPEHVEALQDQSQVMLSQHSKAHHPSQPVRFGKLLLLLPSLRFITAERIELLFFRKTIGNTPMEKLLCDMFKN
HIF-2a block: blocks HIF-2a reporter activity; actives 0.72% (n = 360,000); 786-0 RCC cells HIF-2a reporter, luciferase luminescence, overnight; inhibition, % at 18.8 µM;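 active = inhibition of the luminescence signal of 40% or more relative to plate controls, in a single-dose primary screen at 18.75 µM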
TWEAK-Fn14 inh: inhibitors of TWEAK-Fn14 interaction signaling; actives 2% (n = 360,000); AID 1159606; inhibition, % at 10 µM; TWEAK-stimulated Fn14 reporter cells, luciferase luminescence, 8 h; in the data active = inhibition above about 50%
TROY signal inh: TROY signaling inhibition | Q293 LMP1-TROYcd NF-kB luciferase reporter, 4 h | inhibition, % at 10 µM | actives 0.98% (n = 360,000) | AID 1347056;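 active = compounds whose plate-normalised and pattern-corrected inhibition of the luciferase reporter signal at the single screening dose is 50% or more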
C8 TRAIL sens: sensitizes caspase-8 expressing cells to TRAIL; actives 1% (n = 360,000); NB7+C8 cells + TRAIL, ATPlite viability luminescence; inhibition (viability loss, TRAIL sensitization), % at 10 µM;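 active = compounds causing at least 50% loss of cell viability in the single-dose screen, relative to plate controls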
Shn3 inh set2: reduces Shn3 3'UTR luciferase signal in osteoblasts; Clone20 osteoblast Shn3 3'UTR firefly luciferase, 24 h; actives 0.52% (n = 360,000); inhibition, % at 12.5 µM;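 active = mean inhibition of at least 75% with every replicate also reaching 75%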;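 also: 0% = median of neutral control wells and 100% = pilot-screen positive control compound; some compounds past the cut are filed as inactive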
NR2E3 ag-2: agonists of human nuclear receptor NR2E3; Q9Y5X4; GST-NR2E3/biotin-RetCOR TR-FRET, 1536-well; inhibition of corepressor binding, % at 4.78 µM; actives 0.12% (n = 320,000); AID 2300;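 active = percent inhibition above the cutoff of mean plus 3 SD of all tested compounds, set per screening campaign, cut at about 20% in these data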;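 also: 0% = DMSO wells and 100% = biotin wells as full block of FRET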
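Test system – NR2E3–RetCOR corepressor complex · Quantity – NR2E3 fusion 1.35 nM · Buffer or medium – Tris pH 7.5 · Incubation – Compound–protein incubation for 5 h at 4 °C · Technique – TR-FRET, Eu(K)-anti-GST donor, streptavidin-D2 acceptor, ex 340, em 617/671 nm · Evaluation – percent inhibition of 671/617 nm emission ratio versus biotin and DMSO controls · Plate – 1536-well format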
KKLEB cytotox: counter-screen for CF NF-kB inhibitors: cytotoxicity; KKLEB CF airway cells viability, ATPlite luminescence, overnight; hits give low values; cells stimulated with P. aeruginosa culture filtrate; activity change (cytotoxicity), % at 5 µM; actives 0.36% (n = 360,000); AID 602141;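 active = corrected activity change at or below -50% at 5 µM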
MITF TRPM1 inh: inhibitors of MITF-driven TRPM1 promoter in melanoma cells; SK-MEL-5 TRPM1 promoter luciferase, 24 h; inhibition, % at 12.5 µM; actives 0.83% (n = 330,000); AID 488899;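 active = mean inhibition across replicates of 60% or more, whatever share of single replicates reaches that level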; also: values of inactives mirror those of a sister screen read the other way
CF NFkB inh: blocks PAF-induced NF-kB reporter in cystic fibrosis cells. KKLEB NF-kB-GFP reporter, GFP fluorescence overnight. inhibition, % at 5 µM. actives 0.86% (n = 360,000);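 active = at least 50% inhibition at 5 µM, scaled per plate between neutral and stimulator controls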;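 also: PAF is a Pseudomonas aeruginosa culture filtrate used as stimulus; plate controls were PAF-stimulated DMSO wells for no effect and unstimulated DMSO wells for full effect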
Peg3 promoter: reduces Peg3 promoter-driven luciferase expression in HeLa; HeLa PEG-Prom luciferase reporter, luminescence, overnight; inhibition, % at 20 µM; actives 1.7% (n = 360,000); AID 588405;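 active = inhibition of at least 50% at 20 µM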
Numbers without * were called inactive; · = not tested or not shown.

SMILES	NR2E3 ag-1	HIF-2a block	TWEAK-Fn14 inh	TROY signal inh	C8 TRAIL sens	Shn3 inh set2	NR2E3 ag-2	KKLEB cytotox	MITF TRPM1 inh	CF NFkB inh	Peg3 promoter
COc1ccccc1Nc1ccc2c(O)cc(S(=O)(=O)O)cc2c1	-33	9	79*	17	-21	2	·	3	-9	-17	18
C/C(=N\NS(=O)(=O)c1ccc(Br)cc1)c1ccc(-n2ccnc2)cc1	-1	5	-5	0	4	13	3	1	3	3	26
CCOc1cc(C(c2c(C)[nH][nH]c2=O)c2c(C)[nH][nH]c2=O)cc(Br)c1OC	-15	8	5	-2	1	-35	1	-3	-6	-4	-2
O=C(Cn1[nH]c(=O)c2ccccc2c1=O)Nc1ccc2c(c1)CCC2	-16	-36	-16	-4	4	5	2	-4	0	-3	4
O=[N+]([O-])c1ccccc1S(=O)(=O)N1CCN(c2ccccc2)CC1	0	0	-4	4	35	0	-4	-15	-4	-5	-4
CC(Cl)C(=O)c1c[nH]c2ccccc12 (stereo not drawn)	6	9	11	-9	10	-19	7	6	2	-20	3
CN(c1ccc(OCC(=O)Nc2ccc(S(N)(=O)=O)cc2)cc1)S(=O)(=O)c1ccc(F)cc1	-16	12	3	9	9	-21	·	-16	-7	11	11
COc1ccc(C(=O)NCC(=O)OCC(=O)NC2CCCC2)cc1	-13	10	2	-11	-6	-10	7	13	-7	-7	7
CCn1c(C(O)c2cc(OC)ccc2OC)nc2ccccc21 (stereo not drawn)	-33	13	20	10	-19	7	-1	1	-2	-13	-2
O=C(Nc1ccccc1)Nc1ccc2c(c1)CCC2	-111	-318	-14	-36	27	-80	·	-6	-67	42	-331
CC1C(=O)NN=C1C(=O)N/N=C\c1ccc(O)cc1O (stereo not drawn)	-13	16	6	-33	3	-21	-8	-8	0	28	-14
O=C(CN1CCN(Cc2cccc(Cl)c2)C1=O)NCc1ccccn1	-11	18	-22	-3	-16	-4	0	0	-7	-12	-2
CC1=CCC2C(=O)N(c3ccc(S(N)(=O)=O)cc3)C(=O)C2C1 (stereo not drawn)	-20	17	2	6	2	-4	-2	7	12	-3	13
O=C(CN=C1NS(=O)(=O)c2ccccc21)OCC(=O)c1cc(F)ccc1F	15	4	-12	3	-6	-4	0	1	10	-8	2
CNC(C)C(=O)NC(C(=O)N1CCCC1C(=O)Nc1ccc2[nH]ccc2c1)C(C)C (stereo not drawn)	-13	2	6	4	-3	-5	·	-11	·	-26	-1
C=CCNC(=S)N/N=C/c1ccc(C)c([N+](=O)[O-])c1	4	-28	-18	-17	8	-2	0	6	-1	-5	-31
O=C(O)C1CCN(c2ccc([N+](=O)[O-])cc2[N+](=O)[O-])CC1	-2	11	5	10	-4	-9	0	-10	9	13	-13
Cc1ccc(/C=C2\SC(=S)N(CCCC(=O)Nc3nccs3)C2=O)cc1	3	48*	-37	-25	-10	15	-1	-4	3	3	-15
COCCn1c(SCC(=O)Nc2sccc2C(N)=O)nnc1-c1ccncc1	1	14	7	3	-13	2	0	0	14	0	4
CC(C)=CC(=O)OCC(=O)Nc1ccc(F)cc1Cl	32	3	-18	·	-4	5	-3	8	-15	8	-15
Clc1ccc(Cl)c(OCCCCN2CCCCC2)c1	-19	15	1	12	20	-15	0	-13	0	-5	-3
COC(=O)Cc1c(C)nc2nc(-c3ccc(OC)cc3)[nH]n2c1=O	-11	15	1	-19	19	-11	-2	17	-11	-8	12
CCCC(NC(=O)CNC(=O)C(C)(C)C)C(=O)O (stereo not drawn)	-6	16	6	0	-7	-6	1	-4	8	9	3
Cc1ccc2c(c1)C(c1ccccc1)N(C(=O)c1ccc(F)cc1)CC(=O)N2 (stereo not drawn)	-14	14	-16	12	-14	2	-3	3	-10	2	12
COc1ccc(-c2cc3c(c4c2ccn4C)C2CCC3C2)cc1OC (stereo not drawn)	-12	-6	3	20	-17	-1	·	2	·	14	18

Further structures.
SMILES	NR2E3 ag-1	HIF-2a block	TWEAK-Fn14 inh	TROY signal inh	C8 TRAIL sens	Shn3 inh set2	NR2E3 ag-2	KKLEB cytotox	MITF TRPM1 inh	CF NFkB inh	Peg3 promoter
COc1ccccc1/C=C/C=N/Nc1cccc(C(=O)O)c1	-185	-67	-18	-50	1	-23	-1	10	5	2	-108
CCn1nccc1C(=O)Nc1ccc(Cl)c(Cl)c1	-15	-259	-4	-29	4	-20	0	-5	-28	1	-153
CCOC(=O)c1sc(=S)n(C)c1NC(=O)c1ccccc1C	-8	7	-11	0	1	-1	-1	-5	-19	-19	5
CC(=O)c1c(C)oc2ccc(NS(=O)(=O)c3ccc(F)cc3C)cc12	70	15	56*	33	8	73	1	-3	6	6	30
CC(C)(C)c1ccc(C(=O)NC(=S)N2CCCC2)cc1	9	-55	-2	-36	12	-14	0	-1	-1	22	-64
O=C(O)C1CCN(C(=O)c2cc(F)cc3c2OCOC3)CC1	19	15	-3	-5	-3	10	-2	-5	·	4	2
COc1ccc(OC)c(Cc2nnc(CCC(=O)N3CCC(N4CCCCC4)CC3)o2)c1	-15	-6	-14	8	-9	1	6	6	-5	-5	-3
COc1ccccc1CN1CCC(n2nccc2NC(=O)CCOc2ccccc2)CC1	-21	18	-12	4	4	14	3	5	13	-35	-5
O=C1C2CC=C(Cl)CC2C(=O)N1CCc1ccccc1 (stereo not drawn)	-30	-28	5	-12	-3	-17	0	-2	-9	-1	9
O=C(NCc1ccc(F)cc1F)c1cc(COc2c(F)cccc2F)on1	-1	-41	-8	-3	3	-9	-1	8	-14	-11	-21
COc1cc2[nH]c(=S)n(N(C(C)=O)C(C)=O)c(=O)c2cc1OC	16	3	16	-15	0	-59	5	-10	1	10	4
Cc1ccc([C@H]2C[C@H](O)[C@@H](n3cc(C4CC4)nn3)CN2C(=O)C2CCCCC2)cc1	-14	4	7	-9	-8	-42	·	-3	·	-1	-7
COCCn1c(C)cc(C(=O)CSc2nnc3ccccn23)c1C	-38	44*	-13	26	16	37	1	-7	59	7	64*
O=C(NC(NC(=S)Nc1cccc(Cl)c1)C(Cl)(Cl)Cl)OCc1ccccc1 (stereo not drawn)	-19	-14	54*	58*	-21	-14	1	-19	9	44	53*
O=C(NCc1ccccc1F)C1CCCN1C(=O)NC1CCCCC1 (stereo not drawn)	-2	-10	12	9	-10	-48	-2	8	-3	13	8
Cc1ccc2c(c1)N(CC(=O)N1CCc3ccccc3C1)C(=O)CO2	-8	16	-9	-2	-15	13	1	0	15	3	-2
O=C(COc1ccc(Cl)cc1)NCC(=O)N1CCC2(CC1)NCCc1[nH]cnc12	-5	2	12	9	17	17	3	12	5	3	17
COc1cccc(NC(=O)[C@H](C)NC(=O)C2CCN(S(=O)(=O)c3ccc(C)cc3)CC2)c1	-15	-6	-20	-7	-9	3	-6	5	8	-2	2
C/C(=N\NC(=O)c1cc(Br)ccc1O)c1ccccn1	-10	-166	-92	-69	21	51	·	15	28	-58	-86
Cc1cc(NC(=O)C2CCCN2C(=O)Nc2cccc(Cl)c2)ccc1-n1cnnn1 (stereo not drawn)	44	31	55*	9	-1	7	4	3	31	14	34
Cc1cccc(Nc2ncnc(N)c2[N+](=O)[O-])n1	-16	-2	21	14	-11	8	1	14	-16	29	-35
O=C(CCS(=O)(=O)c1ccc(Cl)cc1)Nc1ccc(F)cc1	1	12	11	0	15	-16	-3	3	-8	-15	0
C/C(=N\NC(=O)c1ccc(C)cc1C)c1ccc2c(c1)OCO2	-80	-38	-18	-53	-1	-44	-1	6	1	-10	-33
O=C(O)COc1ccc(/C=N/n2c(COc3ccccc3)nc3ccccc3c2=O)cc1	-46	-3	-5	-27	-21	-37	-1	-18	-18	15	-42
COc1ccccc1CNC(=O)C1CCCN1S(=O)(=O)c1cccc2cccnc12 (stereo not drawn)	0	26	-4	-1	-6	-7	4	6	7	-2	22

The results go on.
SMILES	NR2E3 ag-1	HIF-2a block	TWEAK-Fn14 inh	TROY signal inh	C8 TRAIL sens	Shn3 inh set2	NR2E3 ag-2	KKLEB cytotox	MITF TRPM1 inh	CF NFkB inh	Peg3 promoter
O=[N+]([O-])c1ccc(O)c(/C=N/Nc2nc3ccccc3[nH]2)c1	-44	-150	20	-40	46	72	0	-3	35	18	-40
CCCCCCCOc1ccc(C2CC(=O)N(C)C2=O)cc1 (stereo not drawn)	-40	-41	-23	-69	-6	-16	1	-10	-6	2	-19
COc1ccc(OC)c(N2Cc3ccccc3C2)c1	-14	14	11	3	-7	-2	2	-8	15	15	6
N#Cc1ccc(-c2csc(NC3=NCCCCC3)n2)cc1	-56	-163	-30	-53	9	-10	·	-6	-8	5	-157
Cc1cc(-c2nnc(SCC(=O)Nc3nccs3)o2)no1	-14	-64	7	-23	-3	-8	3	14	-8	-4	-61
CC1=CCC2C(=O)N(c3cccc(C(=O)Nc4ccc(Cl)cc4)c3)C(=O)C2C1 (stereo not drawn)	-26	-6	19	16	4	1	5	14	0	-20	8
CC(=O)CCSc1ncnc2sc(-c3ccccc3)cc12	-108	-251	6	11	7	-114	0	-8	-76	21	-470
CCCNS(=O)(=O)c1ccc(CCC(=O)N2CCC(C)CC2)cc1	2	13	9	8	-17	-10	-1	-2	10	5	10
COc1cc(/C=C(\C#N)c2nc3ccccc3[nH]2)ccc1Oc1ccc([N+](=O)[O-])cn1	-88	-75	0	52*	23	3	0	-1	-10	-14	-38
Cc1ccc(NC(=O)CN(C)C(=O)c2ccccn2)cc1	-1	2	-9	-5	-2	-2	·	6	-17	-8	13
NC(=S)NN=Cc1ccc(-c2ccc(S(=O)(=O)Nc3ncccn3)cc2)o1	-68	13	17	-14	16	-1	·	2	-2	6	15
COc1ccc(C2=NO[C@H]3C[C@](C(=O)NC(C)C)(S(=O)(=O)c4ccccc4)C[C@@H]23)cc1	-6	0	-10	-23	-5	-3	2	0	-8	9	-7
Cc1ccc(/C=C/C(=O)NCc2cccs2)c(C)c1	-102	-320	-33	-53	17	-45	-1	-9	-37	-30	-303
NC(=O)Cc1c[nH]c2cccc(O)c12	-6	6	-2	2	2	7	-4	-1	1	11	4
COC(CNC(=O)CCc1c(C)nc2c(-c3ccc(F)cc3)c(C)nn2c1C)OC	-8	34	-6	-4	7	-11	1	-1	-6	16	-2
CCCCSCCCNC(=O)Nc1ccc(C)c(C)c1	-8	6	-2	-13	-5	2	-3	10	-12	-8	17

5 successive compounds out of the list so far:
SMILES	NR2E3 ag-1	HIF-2a block	TWEAK-Fn14 inh	TROY signal inh	C8 TRAIL sens	Shn3 inh set2	NR2E3 ag-2	KKLEB cytotox	MITF TRPM1 inh	CF NFkB inh	Peg3 promoter
COc1ccc(C2=NO[C@H]3C[C@](C(=O)NC(C)C)(S(=O)(=O)c4ccccc4)C[C@@H]23)cc1	-6	0	-10	-23	-5	-3	2	0	-8	9	-7
Cc1ccc(/C=C/C(=O)NCc2cccs2)c(C)c1	-102	-320	-33	-53	17	-45	-1	-9	-37	-30	-303
NC(=O)Cc1c[nH]c2cccc(O)c12	-6	6	-2	2	2	7	-4	-1	1	11	4
COC(CNC(=O)CCc1c(C)nc2c(-c3ccc(F)cc3)c(C)nn2c1C)OC	-8	34	-6	-4	7	-11	1	-1	-6	16	-2
CCCCSCCCNC(=O)Nc1ccc(C)c(C)c1	-8	6	-2	-13	-5	2	-3	10	-12	-8	17

Screening results deposited in PubChem by several laboratories.

An excerpt; rates above refer to the full screens.
